Nrf2 activator: activators of Nrf2 (ARE) signaling; AID 624171; AREc32 ARE-luciferase reporter (MCF7-derived line), luminescence, 24 h; 410,000 compounds, 0.31% hits; Potency, µM (top dose mostly 46.1 µM), for inactives: at the highest dose activation, hits mostly activators; also: potency is read from the fitted curve at half-maximal effect; % of control where 0% means no effect; nearly all actives have a fitted effect of over 65% in size
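AREc32_Fluc, 1000 cells/well, OPTI-MEM + 5% FBS, o/n 37 deg C 5% CO2; 23 nL cpd by pin tool, 24 hr; Steady-Glo 30 min RT, luminescence.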
A549 tox: counter-screen for Nrf2 inhibitors: cytotoxicity in A549 cells | AID 504648 | A549 ARE-Fluc cells, CellTiter-Fluor viability, 18-24 h | Potency, µM (highest dose often 46 µM), for the others: at the highest dose activity change, negative = cytotoxicity, most hits filed as inhibitors | 390,000 compounds, 0.16% hits; also: potency is read from the fitted curve at half-maximal effect; % is scaled to controls: 0 for no effect and ±100 for the full control effect
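A549 ARE_Fluc cells in 5% FBS OPTI-MEM were exposed to compounds in concentration-response for 18-24 h at 37 deg C. Viability was read by CellTiter-Fluor fluorescence (Ex 405/Em 525) after 30 min, before the luciferase read.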
Mm-Cpn inhibitor: blocks the Methanococcus maripaludis chaperonin Mm-Cpn; purified Mm-Cpn ATPase, ADP Transcreener TR-FRET; Potency, µM (doses to about 76.9 µM), for the others: top-dose activity, negative = inhibition, usual class: inhibitors; 330,000 compounds, 0.031% hits; AID 504842; also: potency is read from the fitted curve at half-maximal effect; % is scaled to controls: 0 for no effect and ±100 for the full control effect; nearly all actives have a fitted effect of over 80% in size
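Quantitative HTS used 25 nM Mm-CPN and 10 uM ATP in magnesium/KCl Tris buffer, pH 7.4, with 1 mM DTT. Hydrolysis ran 30 min at 37°C; ADP was read by HTRF.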
Abeta rescue: A-beta toxicity reversal in yeast | Potency, µM (doses to about 46.1 µM), inactives show at the highest dose growth rescue, usual class: activators | yeast expressing A-beta42, growth rescue, OD600, 48 h; response scale: 0% DMSO, 100% iron-clioquinol control | 410,000 compounds, 0.063% hits | AID 1347071; also: potency is read from the fitted curve at half-maximal effect; nearly all actives have a fitted effect of over 55% in size
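Yeast A-beta toxicity model in growth medium with pinned compounds, 48 h at 30 C; growth read as absorbance at 600 nm. Normalized to FeCl3/clioquinol equimolar mix (positive) and DMSO (negative).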
Akt phos inh: Akt phosphorylation inhibition | 360,000 compounds, 0.32% hits | Neuro2A IGF-stimulated pAkt S473 HTRF, 20 min; stronger effect = lower value | activity change, % for hits at 50 µM; in the data active = activity change below about -80%; inconclusive = mostly about -51% to -80%; also: % is scaled to controls: 0 for no effect and ±100 for the full control effect
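Neuro2A cells in DMEM with 0.5% FBS, overnight at 37 deg C, given compound at single 50 µM final, then IGF (6 nM final) for 20 min at 37 deg C. Lysed; phospho-Akt Ser473 by HTRF after 24 h, 665/615 ratio.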
CCT modulator: changes cytosolic chaperonin activity | purified chaperonin ATPase assay, HTRF ADP detection, 30 min | activity change, % (no concentration beside the values), hits read low | 360,000 compounds, 0.3% hits | AID 651819; in the data active = activity change below about -30%; also: % is scaled to controls: 0 for no effect and ±100 for the full control effect
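Enzyme 40 or 20 nM (batch-dependent) in Tris pH 7.4/KCl/MgCl2/DTT; cpd 76 uM single point; ATP 10 uM; 30 min 37 °C; Transcreener ADP HTRF detection, 30 min RT; ratio 665/615.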
HepG2 viability: kills HepG2 cells in TGF-b inhibitor counter-screen; HepG2 CAGA-GFP viability, ATP luminescence, 18 h; Potency, µM (series often up to 46.1 µM), inactives show at the top dose activity change, negative = cytotoxicity, hits mostly cytotoxic; 410,000 compounds, 0.76% hits; also: potency is read from the fitted curve at half-maximal effect; some results filed as inactive show a strong effect at the top dose
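HepG2 CAGA-GFP cells (1000/well, DMEM with 1% FBS) received compound, then TGF-beta at 500 pg/mL final, and were incubated 18 hours at 37 degrees C. Viability was read by CellTiter-Glo luminescence. Media-only wells were set as complete cell-killing and DMSO as no toxicity.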
Nrf2 inh: Nrf2 pathway inhibition; A549 ARE-Fluc reporter, luciferase luminescence, 18-24 h; Potency, µM (doses to about 46 µM), without a hit: top-dose activity change, negative = inhibition, actives largely listed as inhibitors; 360,000 compounds, 2.1% hits; AID 504444; also: potency is read from the fitted curve at half-maximal effect; % is scaled to controls: 0 for no effect and ±100 for the full control effect; nearly all actives have a fitted effect of over 60% in size
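Reporter: ARE-Fluc in A549. Exposure: 18-24 h, 37 °C, 5% CO2, 5% FBS OPTI-MEM. Readouts: fluorescent cytotoxicity (CellTiter-Fluor), then luminescent Nrf2 signal after BugLite.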
TGFb SMAD3 inh: TGF-b pathway inhibition | HepG2 CAGA-GFP TGF-b/SMAD3 reporter, GFP fluorescence, 18 h; TGF-beta stimulated, 500 pg/mL final | Potency, µM (top dose mostly 46.1 µM), without a hit: top-dose activity, negative = inhibition, most hits filed as inhibitors | 410,000 compounds, 1.2% hits; also: potency is read from the fitted curve at half-maximal effect; % is scaled to controls: 0 for no effect and ±100 for the full control effect; nearly all actives have a fitted effect of over 65% in size
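HEPG2 CAGA-GFP reporter cells (1000/well, DMEM with 1% FBS) received compounds, then recombinant TGF-beta at 500 pg/mL final for 18 hours at 37 degrees C. Per-cell GFP summed per well was normalised to unstimulated and stimulated DMSO controls before curve fitting.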
Active calls of the source: *; i = inactive; ? = inconclusive; . = no result given; [ ] = remark or other dose. Unless noted, calls follow the shape of the dose curve; as a rule, active = well fitted curve in the direction sought with a large enough effect; inconclusive = small, poorly fitted or top-dose-only effect, or another doubt; inactive = no such curve, though single readings can be large; an effect the other way counts as inactive or inconclusive.

Structure | Nrf2 activator | A549 tox | Mm-Cpn inhibitor | Abeta rescue | Akt phos inh | CCT modulator | HepG2 viability | Nrf2 inh | TGFb SMAD3 inh
COc1cc(NC(=O)CCS(=O)(=O)c2ccc(Br)cc2)cc(OC)c1 | 0.6% | 1% | . | -4% | . | . | 2% | . | 4%
Cn1c(C(=O)N2CCOCC2)cc2c(=O)n3ccccc3nc21 | -0.7% | 18% | -3% | -12% | i | -2.0 | -2% | 11% | -2%
O=C(Cc1cccc2ccccc12)Nc1ccc2oc(-c3ccccc3)nc2c1 | 4.3% | -1% | -14% | 16% | i | -0.4 | -24% | ? | -9%
CNc1cccc2c1C(=O)c1ccccc1C2=O | 2.6% | ? | -2% | -27% | i | -0.9 | -11% | 1% | -5%
CC1(C)Cc2c(sc(NC(=O)C3CC(Cl)=CCC3C(=O)O)c2C#N)CO1 (stereo not drawn) | -0.7%[9.22 µM] | -4% | -4% | 0% | i | -1.8 | -12% | 2% | -2%
C[C@@]12CCC=C[C@H]1[C@H](c1ccc3ccccc3c1)N(Cc1ccccc1)C2=O | 6.5% | -1% | 2% | -31%[inhibitor] | i | -2.0 | -15% | ? | ?
O=C(COC(=O)c1cc(Cl)ccc1O)NCCC1=CCCCC1 | 0.8% | 0% | -27% | 3% | i | -3.3 | 7% | 4% | 1%
CC(C)(C)NC(=O)Cn1ccc(=N)c2ccccc21 | 2.6% | -3% | -1% | -1% | i | -5.3 | -23% | ? | 1%
COc1ccc(-c2nc(CSc3nnc(C)n4c3cc3occc34)c(C)o2)cc1OC | -0.2% | -7% | . | -12% | . | . | -33% | 3% | -41%
CC(C)N(Cc1nc(-c2ccc(Cl)cc2)no1)C(=O)c1ccco1 | 0.1% | 4% | . | 0% | . | . | -22% | ? | ?
COc1ccc(CN2CCN(C(=O)c3cccs3)CC2)c(OC)c1OC | 0.2% | -1% | -4% | -10% | i | -2.7 | 20% | 0% | 3%
CC(C)C(=O)c1ccc(O)c(O)c1 | 4.9% | -4% | 0% | 1% | i | -4.2 | -32% | 0% | -13%
COC(=O)c1cc(NC(=O)c2c(-c3ccccc3)noc2C)ccc1N1CCOCC1 | -0.6% | 2% | 0% | 3% | i | -1.3 | 1% | -7% | -2%
O=C(N/N=C/C=C/c1ccco1)c1ccccc1Cl | 11µM* | 3% | -2% | 3% | i | -0.6 | -14% | 14% | -28%
CCN1C(=O)[C@H]2[C@@H](c3ccc(C)cc3)N3C(=O)N(c4ccc(C)cc4)C(=O)[C@@]3(C)[C@H]2C1=O | -1.0% | 1% | 3% | -6% | i | -0.6 | -4% | 1% | ?
CCn1c(SCC(=O)N/N=C/c2c[nH]c3ccccc23)nnc1-c1ccc(C(C)(C)C)cc1 | 0.0% | ? | 1% | 22% | i | -1.1 | -17% | 16µM* | -6%
Cc1ccc(NC(=O)CSc2nc(-c3ccc(F)cc3)cc(C(F)(F)F)c2C#N)cc1 | -0.6% | -1% | . | 14% | . | . | 6% | 6% | 25%
CCOC(=O)C1(C)CCCN1C(=O)c1ccc(C(F)(F)F)nc1C (stereo not drawn) | -1.4%[9.22 µM] | . | . | 3% | i | -1.0 | -2% | . | 11%
CC(=O)N1c2ccc(S(=O)(=O)N3CCC(C(=O)Nc4cc(C)ccn4)CC3)cc2CC1C (stereo not drawn) | -0.4% | 0% | -2% | 9% | i | -1.7 | 1% | ? | -4%
Cc1ccc(SCC(=O)NCC2COc3ccccc3O2)cc1 (stereo not drawn) | 5.4% | ? | 3% | 5% | i | -2.0 | -114% | 13% | 7%
CCS(=O)(=O)N1CCC(C(=O)NCc2ccc(F)cc2)CC1 | 0.6% | -4% | -2% | 4% | i | 1.6 | 15% | -9% | 5%
Cc1cc(C)cc(CC(=O)N2CCC2(C)C(=O)NS(=O)(=O)c2cc(C)ccc2F)c1 (stereo not drawn) | 0.4% | . | . | 3% | i | 0.2 | -3% | . | -3%
O=[N+]([O-])c1ccc(/C=N/n2cn[nH]c2=S)cc1 | 2.0% | -1% | 1% | 2% | i | 0.5 | -5% | -4% | -2%
O=C(O)COc1ccc(C(=O)c2ccccc2)cc1 | -0.4% | 0% | 3% | 9% | i | -1.1 | -16% | 11% | -29%
Fc1ccc(C(CCNCc2ccccn2)c2ccc(Cl)cc2)cc1 (stereo not drawn) | 5.3% | -2% | 0% | -10% | i | 1.1 | 13µM* | 20% | ?
COc1cccc(-c2noc(CCC(=O)NC3CCCC3)n2)c1 | -0.2% | 11% | 0% | -6% | i | -3.7 | -15% | 6% | 2%
Nc1nc(SCc2ccccn2)c2ncn(C3OC(CO)C(O)C3O)c2n1 (stereo not drawn) | -0.4% | 1% | . | 3% | i | -0.4 | -3% | 4% | -4%
CC(C)CC1Nc2ncnc(N3CCCCC3)c2N(Cc2ccccc2)C1=O (stereo not drawn) | -0.1% | -10% | 0% | -3% | i | -0.4 | -7% | 1% | -4%
CCOc1ccc(NC(=O)c2ccccc2SC)cc1 | 0.8% | 1% | -1% | 7% | i | -1.4 | 3% | 22% | 7%
CC(=O)Nc1cccc(-c2ccnc3c2CC(C)(C(=O)NCc2ccc(F)c(F)c2)O3)c1 (stereo not drawn) | 0.5% | . | . | -17% | i | -1.1 | -22% | . | -11%
CC1CCCN(C(=O)C2CCN(CCCc3ccccc3)CC2)C1 (stereo not drawn) | 0.4% | 7% | 0% | 14% | i | 0.1 | 7% | 6% | -14%
Cc1cc(C(=O)NNC(=O)Cc2ccc(Cl)cc2)c(C)o1 | 0.0% | 9% | 0% | 1% | i | -2.6 | -4% | -9% | -7%

Shown as a hit in Nrf2 activator, among the entries above:
Compound | Nrf2 activator | Mm-Cpn inhibitor | Akt phos inh | CCT modulator
O=C(N/N=C/C=C/c1ccco1)c1ccccc1Cl | 11µM* | -2% | i | -0.6

(cont.)
Structure | Nrf2 activator | A549 tox | Mm-Cpn inhibitor | Abeta rescue | Akt phos inh | CCT modulator | HepG2 viability | Nrf2 inh | TGFb SMAD3 inh
Fc1ccc(COc2ccccc2CNc2nn[nH]n2)cc1 | -0.8% | 0% | 0% | -21% | i | -2.0 | 1% | -10% | -3%
COc1ccc2cc3cc(C(=O)NCCN4CCN(Cc5ccccc5)CC4)oc3nc2c1 | 2.1% | ? | 1% | 0% | i | -0.4 | -48% | 3% | -5%
COc1ccc(C(CNC(=O)COc2ccc(F)cc2Br)N2CCCC2)cc1 (stereo not drawn) | 2.2% | -3% | -1% | -11% | i | -3.3 | -25% | -10% | 8%
Cc1cccc(C(=O)OCC(=O)N2CCCCCC2)c1 | 0.4% | -2% | -2% | -21% | i | 0.8 | -12% | 12% | -3%
COc1cc(CCCN2CCNC[C@@H]2CC2CCCCC2)cc(OC)c1OC | 1.6% | 3% | -1% | 0% | i | -7.4 | -74% | 9% | -26%
Cc1c(NC(=O)C2CCCN(S(=O)(=O)c3cnc[nH]3)C2)c(=O)n(-c2ccccc2)n1C (stereo not drawn) | -0.7% | 1% | 2% | -16% | i | -1.0 | -25% | -3% | -18%
COC(=O)C1=C(C)N(CCCC(=O)O)C(=O)NC1c1ccc(OC)cc1 (stereo not drawn) | -1.6% | 0% | . | 4% | i | 0.3 | 6% | 12% | 3%
Cc1cc(C)n(CC(=O)NCCC2=CCCCC2)n1 | 0.3% | 1% | 0% | 3% | i | 0.8 | 5% | 13% | -5%
CC(C)C(=O)N1CCCC1(C)C(=O)NCc1ccc(Cl)cc1 (stereo not drawn) | -0.3% | . | . | -2% | i | 0.7 | 0% | . | 0%
CCCS(=O)(=O)N1CCCC(C(=O)N2CCCCC2)C1 (stereo not drawn) | -0.5% | 3% | 2% | -7% | i | 0.3 | -2% | 4% | 6%
CCc1cccc(CC)c1NC(=O)CSc1nnc(C(C)C)n1CC | 0.7% | -1% | 0% | 16% | i | -0.3 | -18% | 7% | 25%
Nc1nc(NCc2ccco2)nc(NCCO)c1[N+](=O)[O-] | ? | 10% | -1% | 14% | i | 0.6 | 57% | 7% | 0%
COCCCN(C(C)=O)c1nc(-c2ccc(OC)cc2)cs1 | -0.8% | -20% | 0% | -16% | i | -1.6 | -21% | ? | -13%
Cc1cccc([C@@H]2[C@@H]3C(=O)N(Cc4ccccc4)C(=O)[C@@H]3[C@]3(C)C(=O)N(c4cccc(Cl)c4)C(=O)N23)c1 | -1.2% | -15% | -1% | 13% | i | 1.0 | 23% | -4% | 1%
CN1CCN(C(=O)C[C@H]2C[C@H]3c4cc(NC(=O)NC5CCCCC5)ccc4O[C@H]3[C@@H](CO)O2)CC1 | -0.2% | . | . | -2% | i | -1.5 | 32% | . | 16%
CC1CCC2(CC1)NC(=O)N(CC(=O)Nc1cc(S(=O)(=O)N3CCCC3)ccc1Cl)C2=O (stereo not drawn) | -0.3% | 3% | 3% | -16% | i | -3.2 | -11% | ? | 4%

Part of the list above in order of SMILES length, lowest first:
Structure | Nrf2 activator | A549 tox | Mm-Cpn inhibitor | Abeta rescue | Akt phos inh | CCT modulator | HepG2 viability | Nrf2 inh | TGFb SMAD3 inh
Nc1nc(NCc2ccco2)nc(NCCO)c1[N+](=O)[O-] | ? | 10% | -1% | 14% | i | 0.6 | 57% | 7% | 0%
CC(C)C(=O)N1CCCC1(C)C(=O)NCc1ccc(Cl)cc1 (stereo not drawn) | -0.3% | . | . | -2% | i | 0.7 | 0% | . | 0%
CC1CCC2(CC1)NC(=O)N(CC(=O)Nc1cc(S(=O)(=O)N3CCCC3)ccc1Cl)C2=O (stereo not drawn) | -0.3% | 3% | 3% | -16% | i | -3.2 | -11% | ? | 4%

Screens as filed in PubChem.
